Hck-Nef inh – inhibitors of human Hck kinase activated by Nef | Recombinant Hck-YEEI plus Nef, Z-Lyte FRET kinase assay | inhibition, % at 20 µM | 220,000 tested, 0.68% active;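 active means Hck-Nef kinase inhibition above about 50%, limit read from the data; inactive means inhibition below that limit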;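 further: 0% = DMSO with Hck plus Nef and 100% = Hck alone without Nef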
Target sequence (P08631 whole entry, looked up): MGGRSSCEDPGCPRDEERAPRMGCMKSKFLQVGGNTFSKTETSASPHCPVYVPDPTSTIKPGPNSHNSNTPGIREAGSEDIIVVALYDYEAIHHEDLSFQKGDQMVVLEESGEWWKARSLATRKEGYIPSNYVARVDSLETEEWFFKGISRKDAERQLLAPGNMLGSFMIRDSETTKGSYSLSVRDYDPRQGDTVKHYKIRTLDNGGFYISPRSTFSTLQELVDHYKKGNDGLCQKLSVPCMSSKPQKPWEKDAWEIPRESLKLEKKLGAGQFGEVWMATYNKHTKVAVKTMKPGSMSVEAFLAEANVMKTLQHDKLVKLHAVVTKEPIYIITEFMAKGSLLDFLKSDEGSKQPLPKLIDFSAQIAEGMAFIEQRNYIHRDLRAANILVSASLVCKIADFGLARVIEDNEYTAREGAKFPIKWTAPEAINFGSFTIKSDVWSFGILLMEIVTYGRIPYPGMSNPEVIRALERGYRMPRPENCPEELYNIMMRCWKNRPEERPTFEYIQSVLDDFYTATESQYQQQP
PGE2 EP2 inh – blocks the human prostaglandin E2 receptor EP2; P43116; C6 glioma cells expressing human EP2, cAMP TR-FRET; cells stimulated with saturating PGE2; inhibition, % at 25 µM; 260,000 tested, 0.52% active; AID 1422;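 active means percent inhibition above 40 after rounding to a whole number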;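 further: rat C6 glioma host cells with rolipram phosphodiesterase inhibitor present; the protocol text gives 20 µM as final concentration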
Calpain2 inh – blocks pig calpain II enzyme activity | purified calpain II, fluorogenic peptide substrate, 30 min | 220,000 tested, 0.37% active | inhibition, % at 16 µM | AID 1236;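 active means inhibition above about 50%, limit read from the data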
zVAD death inh – L929 zVAD cell death inhibition; viability rescue, % at 10 µM; L929 zVAD necroptosis rescue, ATP luminescence, 24 h; with zVAD 60 µM; 220,000 tested, 0.38% active;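 active means activation, scaled between plate controls, above about 75%, limit read from the data; inactive means activation under that limit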;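 further: 0% = zVAD with DMSO and 100% = DMSO alone without zVAD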
eIF4E 4G PPI – inhibitors of eIF4E and eIF4G interaction in translation initiation. TR-FRET eIF4E-eIF4GI(517-606) binding, 2 h. P63073+Q04637. 220,000 tested, 0.37% active. inhibition, % at 21.7 µM;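 active means inhibition above about 30%, limit read from the data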;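 further: 0% = full FRET control wells and 100% = background wells lacking eIF4GI fragment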
EP2 mod – modulators of human EP2 prostaglandin E2 receptor; P43116; EP2-expressing cells, cAMP HTRF FRET, PGE2 co-stimulation; induction, % at 25 µM; 260,000 tested, 0.83% active;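 active means compounds whose cAMP rise, as percent of the full-agonist control response, exceeds 60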;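 further: rat C6 glioma line stably carrying human EP2 under a CMV promoter; the protocol text gives 20 µM as final concentration; 100% = response of wells given 1 µM PGE2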
Tb hexokinase – blocks Trypanosoma brucei hexokinase 1 activity; inhibition, % at 10 µM; AID 1430; 220,000 tested, 0.11% active; recombinant TbHK1, G6PDH-coupled NADH A340;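 active means inhibition of 50% or more in the single-dose primary screen; inactive means inhibition below 50%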
Rad51 HR inh – Rad51 (human) homologous recombination inhibition; hRad51 DNA strand exchange, fluorescence dequenching; 200,000 tested, 0.085% active; Q06609; inhibition, % at 10 µM;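 active means inhibition above 40% at the single screening dose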;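 further: 0% = DMSO control wells and 100% = blanks with heterologous ssDNA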
Target sequence (Q06609 whole entry, looked up): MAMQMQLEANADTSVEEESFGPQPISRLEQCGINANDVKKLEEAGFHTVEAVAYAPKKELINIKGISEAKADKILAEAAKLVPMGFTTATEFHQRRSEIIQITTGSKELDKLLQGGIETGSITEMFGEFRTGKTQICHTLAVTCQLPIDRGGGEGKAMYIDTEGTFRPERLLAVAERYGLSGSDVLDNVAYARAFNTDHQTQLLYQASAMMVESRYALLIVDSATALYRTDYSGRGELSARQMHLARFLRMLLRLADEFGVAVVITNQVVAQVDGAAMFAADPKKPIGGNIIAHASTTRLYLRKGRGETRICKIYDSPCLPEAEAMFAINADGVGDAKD
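material = hRad51 filaments on single-stranded DNA | timing = filaments 15 min 37 °C, then compound 30 min | signal = FRET fluorescence dequenching, excitation 485 nm, emission 520 nm | benchmarks = control wells and blank wells on each plate | evaluation = percent inhibition relative to plate controls and blanks | compound = 10 µM final, single point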
14-3-3 Bad inh – disrupts binding of bovine 14-3-3 zeta to phospho-Bad peptide | P63103 | TR-FRET 14-3-3zeta/Dy647-pBad peptide displacement, 1 h | inhibition, % at 21.7 µM | 220,000 tested, 0.71% active;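 active means inhibition above about 70%, limit read from the data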;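 further: 0% = full 14-3-3 plus peptide FRET controls and 100% = background without 14-3-3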
Target sequence (P63103 whole entry, looked up): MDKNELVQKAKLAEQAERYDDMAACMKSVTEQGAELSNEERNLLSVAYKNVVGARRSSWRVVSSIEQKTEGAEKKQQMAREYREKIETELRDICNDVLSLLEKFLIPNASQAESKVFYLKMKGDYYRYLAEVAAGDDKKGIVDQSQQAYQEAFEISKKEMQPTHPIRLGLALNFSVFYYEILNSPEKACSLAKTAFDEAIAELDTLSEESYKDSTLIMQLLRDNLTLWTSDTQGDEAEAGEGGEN
The depositor's hits bear a star; nt = no result given; & = joins results of further samples; [ ] = dose if it differs, or a comment. A portion of the library. The share of hits here may be higher or lower than overall.

Values in the order: Hck-Nef inh	PGE2 EP2 inh	Calpain2 inh	zVAD death inh	eIF4E 4G PPI	EP2 mod	Tb hexokinase	Rad51 HR inh	14-3-3 Bad inh
Cc1cccc(NC(=O)C2CCCN2C(=O)OCC(C)C)c1 (stereo not given)
 : 0	7	-39	-0.2	2	15	-5	0	9
Cc1c(C(=O)N2CCCCCC2)oc2ccccc12
 : 9	2	16	-0.3	-2	-17	-4	-9	-11
c1ccc2sc(NC3=NCN(CC4CCCO4)CN3)nc2c1 (stereo not given)
 : 14	4	-8	2.4	1	-2	1	-1	-5
Cc1c(C(=O)C(=O)N2CCN(C)CC2)c2ccccc2n1C
 : -3	8	2	1.4	-2	11	-29	3	-3
Cc1ccc(C2CC(c3cccs3)=NN2C(=O)c2ccco2)o1 (stereo not given)
 : 4	8	51*	1.4	1	27	-14	-1	2
Nc1c(NCc2ccccc2)c2ccccc2oc1=O
 : 3	5	9	0.2	-6	-7	-26	4	-2
O=C(Nc1ccc(F)c(Cl)c1)c1nsc(Cl)c1Cl
 : -1	10	1	-0.4	-5	-7	-4	16	-1
CCSc1ccc2nnc(-c3ccc(F)cc3)n2n1
 : 2	7	-123	-0.5	3	7	3	0	1[fluorescence artefact?]
COc1cc(OC)cc(C(=O)N[C@H](C(=O)Nc2nc3c(s2)CCCC3)C(C)C)c1
 : 4	7	-4	2.9	-3	22	38	-6	-21
CCOC(=O)COc1cccc2c(=O)n(CC(=O)N3CCCCC3)ccc12
 : 3	3	1	-1.0	-10	-10	-14	nt	12
Cc1cccc(CSc2ccc(-c3cccs3)nn2)c1
 : 4	10	20	0.5	-3	-8	5	-3	6[fluorescence artefact?]
O=C(Nc1ccccc1Cl)C1CCN(Cc2cnn(-c3ccccc3)c2-n2cccc2)CC1
 : 0	3	-24	0.2	4[fluorescence artefact?]	-4	-10	-7	12
O=C(NCc1ccncc1)C(=O)N/N=C/c1ccccc1OCc1ccccc1
 : 3	3	-12	2.7	2	-17	-9	13	28
Cc1ccnc(SCC(N)=O)n1
 : 8	3	18	0.0	0	0	3	1	4
Cc1ccc(S(=O)(=O)N(CC(=O)NCc2ccncc2)C2CCCCC2)cc1
 : -11	15&13	-3	0.5	0	17&22	-2	6	6

Sorted by value in 14-3-3 Bad inh (ascending): three from the list above
SMILES,Hck-Nef inh,Calpain2 inh,eIF4E 4G PPI,EP2 mod,Tb hexokinase,Rad51 HR inh,14-3-3 Bad inh
Cc1c(C(=O)N2CCCCCC2)oc2ccccc12,9,16,-2,-17,-4,-9,-11
c1ccc2sc(NC3=NCN(CC4CCCO4)CN3)nc2c1 (stereo not given),14,-8,1,-2,1,-1,-5
Cc1cccc(NC(=O)C2CCCN2C(=O)OCC(C)C)c1 (stereo not given),0,-39,2,15,-5,0,9

Going on with the list:
Values in the order: Hck-Nef inh	PGE2 EP2 inh	Calpain2 inh	zVAD death inh	eIF4E 4G PPI	EP2 mod	Tb hexokinase	Rad51 HR inh	14-3-3 Bad inh
O=C(NCC(c1cccnc1)N1CCN(c2ccccc2)CC1)OCc1ccccc1 (stereo not given)
 : 9	6	-11	0.2	-1[fluorescence artefact?]	4	8	-6	1
COc1ccc(CC(=O)NCc2ccccn2)cc1OC
 : 0	17	-3	0.9	8	15	-2	-9	3
Cc1ccc(COc2ccc(C(=O)NN)cc2)cc1
 : 15	8	18	2.5	2	-36	-1	6	-2
Cc1cc(N/C(=N\S(=O)(=O)c2ccc(Cl)cc2)c2ccc(F)cc2)no1
 : -2	10	5	1.2	-4	16	2	3	3
Cc1cc(C(=O)N2CCN(S(C)(=O)=O)CC2)sc1-c1ccccc1
 : 4	34	7	-0.8	5	9	2	-3	-8[fluorescence artefact?]
CCOc1cccc(OCCCCN2CCOCC2)c1
 : 2	17	-29	0.4	-2	22	0	-3	19
O=C(Nc1nc(-c2cccs2)c(-c2ccccc2)s1)c1ccco1
 : 1	5	-29	1.4	-22	73*	-15	-2	-9
COc1cc(-c2ccc(NC(=O)c3ccc(C)cc3)c(OC)c2)ccc1NC(=O)c1ccc(C)cc1
 : 4	9	-86	1.7	-6	28	-25	8	-3
Cn1c(=O)cc(N2CCOCC2)[nH]c1=O
 : 5	6	4	0.1	-2	7	-7	1	4
COc1ccc(N2C(=O)C3CCCN3C2c2ccccc2Cl)cc1 (stereo not given)
 : 0	6	13	0.3	-8	25	-4	2	12
Cc1ccc(CNC(=O)CCc2nnc(Cc3ccc(-c4ccccc4)cc3)o2)o1
 : 27	17	-73	1.8	1	-25	-8	0	-6
COc1ccc(-c2nc(SCC(=O)Nc3nccs3)c(-c3ccc(Cl)cc3)[nH]2)cc1
 : -4	18	-15	8.9	3	-30	1	3	2
COc1c(Br)cc(Br)cc1/C=N/NC(=O)c1ccncc1
 : 21	13	-36	3.0	1	0	-10	4	-4
COC(=O)c1c(-c2ccccc2)csc1NC(=O)c1c(-c2ccccc2)noc1C
 : 0	5	2	-0.5	0	44	-6	-7	-26
CCOC(=O)C1CCN(C(=O)COc2ccc(S(=O)(=O)NC(C)C)cc2)CC1
 : 1	2	8	0.1	-2	-4	5	7	-1

The list continues.
Values in the order: Hck-Nef inh	PGE2 EP2 inh	Calpain2 inh	zVAD death inh	eIF4E 4G PPI	EP2 mod	Tb hexokinase	Rad51 HR inh	14-3-3 Bad inh
Cc1ccc(-n2c(SCC(=O)OC(C)C)nnc2-c2ccco2)cc1
 : -6	0	-13	-0.5	1	33	0	5	5
O=C(CSCc1ccc(Cl)cc1)Nc1ccc(-c2nnc(-c3ccccc3)o2)cc1
 : 91*	6	12	1.0	13	24	-12	0	64[fluorescence artefact?]
C=CCC(CC=C)(C(=O)O)c1ccccc1
 : -6	10	2	-0.2	3	55	9	9	29
O=C(N/N=C/c1ccc(N2CCOCC2)c([N+](=O)[O-])c1)c1ccc(F)cc1
 : 3	15	2	0.8	2[fluorescence artefact?]	-25	-40	-2	2[fluorescence artefact?]
CCOC(=O)c1c(N2C(=O)C3CC(C)=C(C)CC3C2=O)sc(C)c1C (stereo not given)
 : 6	11	-78	-0.3	-2	18	1	11	-12
Cc1cccc(NC(=O)Cc2noc3ccccc23)c1
 : 8	4	-11	0.6	7	22	-1	-5	-9[fluorescence artefact?]
COc1ccc(C(Nc2cc(C)ccn2)c2ccc3ccc(C)nc3c2O)cc1 (stereo not given)
 : 22	9	-25	-0.1	7	22	-5	-12	-2
O=C(NN1CCOCC1)c1ccc(Cl)cc1
 : -4	10	1	0.1	9	-3	0	-1	1[fluorescence artefact?]
O=C(CCC(=O)Nc1ccc(F)cc1)N/N=C/c1c[nH]c2ccccc12
 : 20	7	-2	3.0	0	-83	-15	nt	-9
Cc1cccc(-n2c(C)cc(/C=C3/C(=N)N4C(c5ccccc5)=CSC4=NC3=O)c2C)c1
 : 3	8	-106	0.1	-1	-5	-23	-13	-6[fluorescence artefact?]
O=C(CC1SC(=NC2CCCCC2)NC1=O)Nc1ccccc1 (stereo not given)
 : 2	7	1	0.2	2[fluorescence artefact?]	-17	-5	3	6
CCC1CCCCN1C(=O)COC(=O)c1n[nH]c2ccccc12 (stereo not given)
 : 0	16	-7	0.4	-15	-8	-7	-8	-13
O=C(O)CSc1nnc(-c2ccc(S(=O)(=O)N3CCCC3)cc2)n1Cc1ccco1
 : 0	7	3	1.1	3	14	-7	-2	85*
CC(=Nc1ccc(Br)cc1)c1sc2ccccc2c1O
 : 8	18	-4	-0.3	2	0	-5	nt	-12
O=C1N=c2ccccc2=C1c1sc(Nc2ccc(O)cc2)nc1O
 : 87*	5	-119	66	37*	21	20	18	83*

Going on with the list:
Values in the order: Hck-Nef inh	PGE2 EP2 inh	Calpain2 inh	zVAD death inh	eIF4E 4G PPI	EP2 mod	Tb hexokinase	Rad51 HR inh	14-3-3 Bad inh
O=C(NCc1ccco1)C1CCCN(S(=O)(=O)c2cccc3nonc23)C1 (stereo not given)
 : 1	16	-11	-0.5	2[fluorescence artefact?]	28	-9	-1	-12
C#CCOCCOCCOCCNc1nc(N2CCN(C(=O)Cn3cc(CC(C)O)nn3)CC2)nc(N2CCN(C(=O)[C@H](C)n3cc(CCCN=C(N)N)nn3)CC2)n1 (stereo not given in full)
 : 5	16	19	3.9	-1	33	0	0	84*
CCOc1ccc(NC2c3ccccc3C(=O)N2Cc2ccc3c(c2)OCO3)cc1 (stereo not given)
 : 7	8	2	-0.3	0	34	10	6	8
COc1ccc2cnnc(SCC(=O)Nc3ccc(C(=O)O)cc3)c2c1OC
 : 1	7	-34	-0.6	1	2	-9	nt	1[fluorescence artefact?]
Cn1nnc(C(O)CNCc2ccc(Cl)cc2)n1 (stereo not given)
 : -28	7	-1	1.8	-1	-29	-5	2	27
CCCCCC(=O)NNC1CC(=O)N(c2ccccc2)C1=O (stereo not given)
 : -15	12	-27	-0.1	3	8	-4	nt	-2
COCc1ccc(C(=O)N2CCCC(CCC(=O)NCc3ccccc3F)C2)o1 (stereo not given)
 : -11	6	22	0.3	3	-19	-9	18	-1
O=C(c1ccco1)N(CCC(c1ccccc1)c1ccco1)Cc1ccco1 (stereo not given)
 : 12	11	-11	-0.1	13	25	8	-1	33
CN(Cc1ccccc1)c1ccc2nnc(-c3ccccc3)n2n1
 : -4	7	-22	nt	-5	-7	-6	nt	2
Cc1ccc(C(=O)NNC(=O)CCC(=O)Nc2cccc(Cl)c2C)cc1
 : 2	9	34	0.2	-1[fluorescence artefact?]	-1	1	-4	-2
O=C(Nc1ccc2c(c1)nc1n2CCOC1)c1ccccc1
 : 6	9	-22	1.2	1	-16	6	1	-11
CCc1ccc(NC(=O)c2noc3c2CCC3)cc1
 : -2	7	-33	0.9	14	-11	1	3	-6
O=C(COc1ccc(N2C(=O)c3ccccc3C2=O)cc1)c1ccccc1
 : 2	7	-3	0.1	-4	4	-4	13	-10
O=C1NCC(COCc2ccco2)O1 (stereo not given)
 : -1	17	5	0.2	9[fluorescence artefact?]	18	-1	-4	-13
Clc1ccc(-c2csc(Nc3ccccc3)[n+]2Cc2ccco2)c(Cl)c1
 : -5	4	5	4.6	-2	49	2	-3	2

(next part)
Values in the order: Hck-Nef inh	PGE2 EP2 inh	Calpain2 inh	zVAD death inh	eIF4E 4G PPI	EP2 mod	Tb hexokinase	Rad51 HR inh	14-3-3 Bad inh
COc1cc(NC(=O)CSc2nccc(C)n2)c(C)cc1[N+](=O)[O-]
 : 3	12	-139	0.8	2	6	-12	-8	-28
CC(=O)NS(=O)(=O)c1ccc(NC(=O)c2cc3c(=O)n4ccccc4nc3s2)cc1
 : 2	9	-143	0.8	3	-33	-32	20	2
O=C(Nc1ccc(Cl)cc1)N1CCCC(Cn2cccc2)C1 (stereo not given)
 : 11	3	3	0.7	-1	-44	41	10	-3
O=c1[nH][nH]cc1C=NCc1cccc(C(F)(F)F)c1
 : -7	4	-19	1.5	0	20	-20	3	-7
O=C(Nc1ccc2c(c1)OCO2)c1cccc(S(=O)(=O)N2CCCC2)c1
 : 1	6	20	0.4	2[fluorescence artefact?]	-6	-5	-1	5
CCCC(=O)Nc1ccc2c(c1)nc(CN1CCCC1)n2C
 : 1	16	-27	1.0	-4	8	-8	0	-6
O=C(CSc1nnc(CCCN2C(=O)c3cccc4cccc(c34)C2=O)n1-c1ccccc1)N1CCCCC1
 : 1	5	4	-0.8	1	2	-10	1	-11
Cc1csc2nc(CNS(=O)(=O)N(C)C)cn12
 : 3	5	9	1.0	-3	-1	-3	-3	6
Cc1cc(NC(=O)CSc2nnc(-c3c[nH]c4ccccc34)n2-c2ccc(Cl)cc2)no1
 : 22	5	10	0.5	2	2	-26	nt	12
CCCCN(C(=O)CCC(=O)Nc1cc(C)on1)C(C(=O)NC(C)(C)C)c1cccc(OC)c1OC (stereo not given)
 : 5	10	12	-0.9	1[fluorescence artefact?]	26	-2	6	-6
Cc1cc[n+](CC(=O)N2CCCc3ccccc32)cc1
 : -21	12&7	30	0.2	4	-42&4	3	-2	1
